TRb SRC2 PPI – TRbeta-SRC2 interaction inhibition. Potency, µM (doses to about 106 µM), inactives show at the highest dose activity change, negative = inhibition, usual class: inhibitors. AID 1469. TRbeta-SRC2 peptide binding, fluorescence polarization; receptor liganded with 1 µM T3. 280,000 tested, 0.065% active;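 also: plate controls were bound peptide for no effect and peptide without receptor for full effect; nearly all actives have a fitted effect of over 50% in size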
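A fluorescence polarization screen tested compounds at multiple concentrations against complex formation between 0.6 uM TRb ligand-binding domain and 20 nM Texas Red SRC2 peptide, with 1 uM T3 present; readout after 5 hr.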
RGS12 GoLoco inh – RGS12 GoLoco-Gai1 interaction inhibition; AID 880; Gai1:RGS12 GoLoco peptide FP, rhodamine, 10 min; 230,000 tested, 0.44% active; P63096; Potency, µM (highest dose often 61.6 µM), without a hit: at the highest dose activity, negative = inhibition, usual class: inhibitors; active = well fitted inhibition curve with a large enough effect, not every such curve was filed as active; inactive = no such curve, though single readings can be large or run the other way; also: nearly all actives have a fitted effect of over 30% in size; many of its hits are not listed in these tables
Target sequence (P63096 whole entry, looked up): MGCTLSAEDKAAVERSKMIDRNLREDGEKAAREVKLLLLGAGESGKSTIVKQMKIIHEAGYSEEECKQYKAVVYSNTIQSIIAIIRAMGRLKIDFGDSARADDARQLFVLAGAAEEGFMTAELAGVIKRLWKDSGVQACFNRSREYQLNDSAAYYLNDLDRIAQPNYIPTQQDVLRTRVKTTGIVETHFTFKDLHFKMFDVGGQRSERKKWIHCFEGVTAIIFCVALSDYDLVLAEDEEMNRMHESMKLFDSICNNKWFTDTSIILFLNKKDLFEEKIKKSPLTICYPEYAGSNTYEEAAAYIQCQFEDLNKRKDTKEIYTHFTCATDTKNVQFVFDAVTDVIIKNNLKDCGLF
aGlu spleen mod – inhibits or activates alpha-glucosidase in human spleen homogenate | P10253 | human spleen homogenate, 4-MU-alpha-glucoside fluorescence | Potency, µM (top dose mostly 79.9 µM), without a hit: top-dose activity change, negative = inhibition, hits mostly inhibitors | 240,000 tested, 0.006% active | AID 2112;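 also: 0% = enzyme with vehicle and -100% = no enzyme basal signal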
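Compounds were titrated against alpha-glucosidase in spleen homogenate at pH 5.0, with 1 mM 4-methylumbelliferyl substrate for 40 min at 37 C. Reactions were quenched with pH 10 NaOH/glycine and fluorescence measured.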
GAA inh – blocks human lysosomal alpha-glucosidase. 200,000 tested, 0.005% active. P10253. AID 1466. Potency, µM (series often up to 76.9 µM), inactives show top-dose activity change, negative = inhibition, hits mostly inhibitors. purified human GAA, 4-MU-alpha-glucoside fluorescence;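 also: plate controls were uninhibited enzyme wells for no effect and no-enzyme background for full effect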
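Endpoint fluorogenic read: 20 min room-temperature reaction of 4 nM human alpha-glucosidase with 400 uM 4-methylumbelliferyl-alpha-D-pyranoside, pH 5.0, quenched with 1M NaOH/1M glycine pH 10. AC50 from Hill modeling.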
RECQ1 inh – blocks DNA unwinding by human RECQ1 | 240,000 tested, 0.54% active | Potency, µM (titrated, usually from 57.3 µM), for the others: at the highest dose activity, negative = inhibition, usual class: inhibitors | RECQ1 DNA unwinding, red fluorescence kinetic read | P46063;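 also: plate controls were vehicle for no effect and no enzyme for full effect; nearly all actives have a fitted effect of over 30% in size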
Target sequence (P46063 whole entry, looked up): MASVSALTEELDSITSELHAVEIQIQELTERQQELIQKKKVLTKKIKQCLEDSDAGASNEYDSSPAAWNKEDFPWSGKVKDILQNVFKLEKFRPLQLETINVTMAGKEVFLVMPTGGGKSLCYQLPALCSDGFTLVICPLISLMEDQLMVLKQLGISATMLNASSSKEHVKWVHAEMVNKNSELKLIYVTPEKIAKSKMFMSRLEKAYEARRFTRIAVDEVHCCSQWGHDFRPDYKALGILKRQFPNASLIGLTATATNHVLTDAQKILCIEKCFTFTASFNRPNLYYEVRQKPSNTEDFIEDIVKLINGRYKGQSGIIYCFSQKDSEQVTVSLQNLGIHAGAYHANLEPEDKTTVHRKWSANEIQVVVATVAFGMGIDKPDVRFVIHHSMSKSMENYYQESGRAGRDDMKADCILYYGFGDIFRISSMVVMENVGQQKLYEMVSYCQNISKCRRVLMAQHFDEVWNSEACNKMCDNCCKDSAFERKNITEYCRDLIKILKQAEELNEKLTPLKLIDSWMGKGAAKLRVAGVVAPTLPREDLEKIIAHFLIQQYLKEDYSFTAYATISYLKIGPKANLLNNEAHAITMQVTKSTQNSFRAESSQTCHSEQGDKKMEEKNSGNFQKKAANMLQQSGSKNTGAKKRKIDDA
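RECQ1T1 50 nM; forked duplex (20 bp + 30-nt ss tails) 200 nM, ATP 2 mM final; pH 8.0, 2 mM MgCl2, 2.5 ug/ml poly(dI-dC); 15 min compound preincubation; discontinuous kinetic read over 2 h at RT.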
L3MBTL1 block – blocks human L3MBTL1. 230,000 tested, 0.66% active. Q9Y468. Potency, µM (highest dose often 57.1 µM), without a hit: at the top dose activity, negative = inhibition, actives largely listed as inhibitors. AlphaScreen L3MBTL1–H3K9me1 peptide binding. AID 485360; also: nearly all actives have a fitted effect of over 60% in size
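AlphaScreen proximity signal between nickel-chelate acceptor and streptavidin donor beads (final 10 ug/mL) reports binding of 50 nM L3MBTL1 to 75 nM biotin-H3 K9me1 peptide; complex incubated with compounds 30 min at room temperature; cefsulodin titration as control.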
TR SRC2 fluor cs – counter-screen for TRb-SRC2 inhibitors: fluorescence interference | TRb/SRC2 Texas Red total fluorescence interference | Potency, µM (series often up to 106 µM), for inactives: top-dose fluorescence change, negative = quenching | 280,000 tested, 0.29% active | AID 1479; active = well fitted curve in either direction with a large enough effect; inconclusive = small, poorly fitted or top-dose-only effect
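Human TRβ ligand-binding domain (0.6 uM) and Texas Red SRC2 peptide (20 nM) in Tris buffer with 1 uM T3 and 5% DMSO were incubated with pinned compound for 5 hr at ambient temperature. Total fluorescence was computed as S + 2P (555/632 nm).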
GAA glycogen – GAA glycogen-cleavage inhibition or activation; recombinant GAA, glycogen substrate, Amplex Red glucose oxidase fluorescence; Potency, µM (doses to about 76.4 µM), without a hit: at the top dose activity change, negative = inhibition, most hits filed as inhibitors; 300,000 tested, 0.38% active;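 also: 0% = full enzyme reaction and -100% = no-enzyme basal signal; the screen sought inhibitors and activators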
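Natural-substrate format: glycogen cleavage by 4 nM human enzyme, glucose read by Amplex Red coupling (Ex 573, Em 610 nm). Normalized to enzyme and no-enzyme controls.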
Starred values were filed as active, the others as inactive; & = joins results of further samples; [ ] = another dose, or the depositor's remark. Unless noted, calls follow the shape of the dose curve; as a rule, active = well fitted curve in the direction sought with a large enough effect; inconclusive = small, poorly fitted or top-dose-only effect, or another doubt; inactive = no such curve, though single readings can be large; an effect the other way counts as inactive or inconclusive. Unless noted, % is scaled to controls: 0 for no effect and ±100 for the full control effect; potency is read from the fitted curve at half-maximal effect. This is a subset; rates above refer to the full screens.

`CCN(CC)S(=O)(=O)c1cc(C(=O)OCC(=O)NC(=O)c2cccn2C)ccc1C` gave TRb SRC2 PPI -4%[53 µM], RGS12 GoLoco inh 14%, aGlu spleen mod 5%, GAA inh 4%, RECQ1 inh -7%, L3MBTL1 block -8%, TR SRC2 fluor cs -2%[53 µM] and GAA glycogen 5%.
Screening CCOC(=O)C(C)Sc1nc2c(c(=O)[nH]c(=O)n2C)n1Cc1ccc(Cl)cc1 (centres undefined) returned TRb SRC2 PPI 2%, RGS12 GoLoco inh -2%, aGlu spleen mod 1%, GAA inh inconclusive, RECQ1 inh 1%, L3MBTL1 block 5%, TR SRC2 fluor cs 0% and GAA glycogen 1%.
Screening C=CCn1c(N/N=C/c2ccc(O)cc2)nc2ccccc2c1=O returned TRb SRC2 PPI 5%, RGS12 GoLoco inh 8%, aGlu spleen mod 3%, GAA inh -9%, RECQ1 inh -9%, TR SRC2 fluor cs -2% and GAA glycogen inconclusive.
For CCCNC(=O)C1CC(c2cccc(F)c2)=NO1 (centres undefined) the results were TRb SRC2 PPI -5%, RGS12 GoLoco inh 6%, aGlu spleen mod 0%, RECQ1 inh -1%, TR SRC2 fluor cs -1% and GAA glycogen 5%.
`CCOC(=O)c1ccc(NC(=S)NCc2ccco2)cc1` gave TRb SRC2 PPI 1%, RGS12 GoLoco inh 10%, aGlu spleen mod 1%, RECQ1 inh inactive, L3MBTL1 block -16%, TR SRC2 fluor cs 1% and GAA glycogen -1%.
For COc1cc(OC)c(C(=O)OCC(=O)NCCc2ccccc2)cc1OC the results were TRb SRC2 PPI 1%, RGS12 GoLoco inh 63%[activator], aGlu spleen mod 3%, GAA inh 7%, RECQ1 inh -6%, L3MBTL1 block -4%, TR SRC2 fluor cs 1% and GAA glycogen 5%.
`N#CCCn1c(SCC(=O)NCCc2ccc(F)cc2)nc2ccccc21` gave TRb SRC2 PPI 2%, RGS12 GoLoco inh 3%, aGlu spleen mod 4%, GAA inh -12%, RECQ1 inh -1%, L3MBTL1 block -2%, TR SRC2 fluor cs -2% and GAA glycogen 6%.
Screening OC(COc1ccc2ccccc2c1Br)Cn1cnc(-c2ccccc2)c1 (centres undefined) returned TRb SRC2 PPI 0%, RGS12 GoLoco inh 4%, aGlu spleen mod -9%, GAA inh -6%, RECQ1 inh -22%, TR SRC2 fluor cs -4% and GAA glycogen -11%.
CSC1=N/C(=C\c2ccc3c(c2)OCO3)C(=O)S1 was read as TRb SRC2 PPI -11%, RGS12 GoLoco inh -2%, aGlu spleen mod 1%, GAA inh -4%, RECQ1 inh -9%, L3MBTL1 block -5%, TR SRC2 fluor cs -5% and GAA glycogen 9%.
`CCC/C=C(\CCC)C(NS(C)(=O)=O)c1ccccc1` (centres undefined) gave TRb SRC2 PPI -3%, RGS12 GoLoco inh 3%, aGlu spleen mod -9%, RECQ1 inh inactive and TR SRC2 fluor cs 0%.
Screening COc1ccc(-n2c(SCC(=O)NCc3ccco3)nc3c([nH]c4ccccc43)c2=O)cc1 returned TRb SRC2 PPI 3%&-17%, RGS12 GoLoco inh 0%, aGlu spleen mod -6%, GAA inh -11%, RECQ1 inh inactive, L3MBTL1 block -3%, TR SRC2 fluor cs 3%&5% and GAA glycogen 8%.
For CCOC(=O)NC(O)C(=O)c1cccs1 (centres undefined) the results were TRb SRC2 PPI -9%, RGS12 GoLoco inh -7%, aGlu spleen mod 4%, GAA inh -4%, RECQ1 inh -3%, L3MBTL1 block 8%, TR SRC2 fluor cs -1% and GAA glycogen 6%.
For Cc1cc(NC(=O)c2cc3cccc([N+](=O)[O-])c3[nH]2)ccc1F the results were TRb SRC2 PPI 17%, RGS12 GoLoco inh 4%, aGlu spleen mod -5%, RECQ1 inh -25%, TR SRC2 fluor cs inconclusive and GAA glycogen -4%.
For COc1ccc(S(=O)(=O)N2CC(O)C[C@H]2C(=O)OCC(=O)N2CCCCCC2)cc1 (some centres undefined) the results were TRb SRC2 PPI -2%, RGS12 GoLoco inh 8%, aGlu spleen mod -2%, GAA inh 12%, RECQ1 inh -4%, L3MBTL1 block 8%, TR SRC2 fluor cs 2% and GAA glycogen -10%.
Screening CCOC(=O)c1cnn(-c2cc(Oc3ccccc3C)ncn2)c1N returned TRb SRC2 PPI 2%, RGS12 GoLoco inh -6%, aGlu spleen mod 1%, GAA inh -13%, RECQ1 inh -5%, TR SRC2 fluor cs 0% and GAA glycogen -1%.
For CNS(=O)(=O)c1cccc(C(=O)OCC(=O)Nc2ccc(N3CCCCC3)cc2)c1 the results were TRb SRC2 PPI 0%, RGS12 GoLoco inh 8%, aGlu spleen mod -10%, GAA inh -3%, RECQ1 inh -15%, L3MBTL1 block -11%, TR SRC2 fluor cs -7% and GAA glycogen -2%.
Screening O=C(CNS(=O)(=O)c1ccccc1)NCC(=O)OCc1ccccc1F returned TRb SRC2 PPI 4%, RGS12 GoLoco inh 12%, aGlu spleen mod 3%, GAA inh -6%, RECQ1 inh inactive, L3MBTL1 block -2%, TR SRC2 fluor cs -2% and GAA glycogen -4%.
`O=C1C2C3C=CC(C3)C2C(=O)N1CCCCN1C(=O)C2C3C=CC(C3)C2C1=O` (centres undefined) gave TRb SRC2 PPI 6%, RGS12 GoLoco inh -7%, aGlu spleen mod -3%, GAA inh -1%, RECQ1 inh -15%, TR SRC2 fluor cs 1% and GAA glycogen 7%.
Screening COC(=O)C1=C(C)OC(N)=C(C#N)C1c1ccco1 (centres undefined) returned TRb SRC2 PPI -9%, RGS12 GoLoco inh 14%, aGlu spleen mod -6%, GAA inh -2%, RECQ1 inh -10%, L3MBTL1 block -3%, TR SRC2 fluor cs -1% and GAA glycogen -12%.
CCOC(=O)c1cc2c(=O)n3cccc(C)c3nc2n(CC(C)C)c1=NC(=O)c1ccco1 was read as TRb SRC2 PPI -2%, RGS12 GoLoco inh -3%, aGlu spleen mod 2%, GAA inh 14%, RECQ1 inh 7%, L3MBTL1 block 9%, TR SRC2 fluor cs -1% and GAA glycogen 9%.

Reprinted from the entries so far (3 entries):
`O=C1C2C3C=CC(C3)C2C(=O)N1CCCCN1C(=O)C2C3C=CC(C3)C2C1=O` (centres undefined) gave TRb SRC2 PPI 6%, RGS12 GoLoco inh -7%, aGlu spleen mod -3%, GAA inh -1%, RECQ1 inh -15%, TR SRC2 fluor cs 1% and GAA glycogen 7%.
Screening COC(=O)C1=C(C)OC(N)=C(C#N)C1c1ccco1 (centres undefined) returned TRb SRC2 PPI -9%, RGS12 GoLoco inh 14%, aGlu spleen mod -6%, GAA inh -2%, RECQ1 inh -10%, L3MBTL1 block -3%, TR SRC2 fluor cs -1% and GAA glycogen -12%.
CCOC(=O)c1cc2c(=O)n3cccc(C)c3nc2n(CC(C)C)c1=NC(=O)c1ccco1 was read as TRb SRC2 PPI -2%, RGS12 GoLoco inh -3%, aGlu spleen mod 2%, GAA inh 14%, RECQ1 inh 7%, L3MBTL1 block 9%, TR SRC2 fluor cs -1% and GAA glycogen 9%.

More entries.
CCCNC(=S)N(Cc1ccccc1)Cc1nc2ccccc2c(=O)[nH]1 was read as TRb SRC2 PPI 0%, RGS12 GoLoco inh 6%, aGlu spleen mod -2%, GAA inh 9%, RECQ1 inh -5%, L3MBTL1 block 6%, TR SRC2 fluor cs -2% and GAA glycogen 6%.
`COC(=O)c1c(NC(=O)CSc2nnc(CNc3ccc(Cl)cc3)o2)sc(C)c1C` gave TRb SRC2 PPI 3%, RGS12 GoLoco inh 7%, aGlu spleen mod 4%, GAA inh -7%, RECQ1 inh -7%, TR SRC2 fluor cs 1% and GAA glycogen -4%.
Cc1ccc(SCC(=O)c2ccc(CC(=O)O)s2)cc1 was read as TRb SRC2 PPI 2%, RGS12 GoLoco inh 10%, aGlu spleen mod -2%, RECQ1 inh 25µM*, L3MBTL1 block inconclusive, TR SRC2 fluor cs -6% and GAA glycogen 2%.
For Cc1ccc2nc3c(cc(C(=O)NCCCn4ccnc4)n3C)c(=O)n2c1 the results were TRb SRC2 PPI -1%, RGS12 GoLoco inh -4%, aGlu spleen mod inconclusive, GAA inh inconclusive, RECQ1 inh -6%, L3MBTL1 block 5%, TR SRC2 fluor cs -2% and GAA glycogen 0%.
Screening CCOC(=O)C1=C(N)Oc2cc(O)ccc2C1c1cccc([N+](=O)[O-])c1 (centres undefined) returned TRb SRC2 PPI -1%, RGS12 GoLoco inh 8%, aGlu spleen mod 0%, GAA inh -4%, RECQ1 inh inactive, L3MBTL1 block -15%, TR SRC2 fluor cs -7% and GAA glycogen -14%.
`CC(=O)Nc1ccc(S(=O)(=O)N2c3ccccc3NC(=O)CC2C)c(Cl)c1` (centres undefined) gave TRb SRC2 PPI 0%, RGS12 GoLoco inh -7%, aGlu spleen mod 1%, RECQ1 inh -13%, TR SRC2 fluor cs -1% and GAA glycogen -5%.
Cc1ccc(Oc2nc(-c3ccccn3)nc3ccccc23)cc1 was read as TRb SRC2 PPI 0%, RGS12 GoLoco inh 226%[activator], aGlu spleen mod 1%, RECQ1 inh inconclusive, L3MBTL1 block inconclusive, TR SRC2 fluor cs 0% and GAA glycogen 2%.
Cc1ccc(-c2nc(N)n(S(=O)(=O)c3ccc(C)cc3)n2)cc1 was read as TRb SRC2 PPI -6%, RGS12 GoLoco inh -1%, aGlu spleen mod -4%, RECQ1 inh inactive, L3MBTL1 block -1%, TR SRC2 fluor cs -4% and GAA glycogen 5%.
O=C(c1cccs1)c1cn(CC(=O)N2CCc3ccccc3C2)c2ccccc12 was read as TRb SRC2 PPI -11%, aGlu spleen mod 1%, GAA inh -19%, RECQ1 inh inactive, L3MBTL1 block 33%, TR SRC2 fluor cs -1% and GAA glycogen -5%.
`COc1ccc(C(=O)N2CCN(c3ccccn3)CC2)cc1[N+](=O)[O-]` gave TRb SRC2 PPI -4%, RGS12 GoLoco inh 9%, aGlu spleen mod 6%, GAA inh -5%, RECQ1 inh inactive, L3MBTL1 block -3%[11.4 µM], TR SRC2 fluor cs -5% and GAA glycogen 1%.
